SRC1 inh = human NCOA1 inhibition; Q15788; HEK293 GAL4-SRC1 luciferase reporter, luminescence; inhibition, % at 3.6 µM; 360,000 compounds, 0.12% hits; AID 588354;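 active means inhibition above the campaign mean plus 3 SD, with each screening campaign given its own cutoff, cut at about 60% in these data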;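 further: 0% = DMSO treated cells and 100% = gossypol at 36 µM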
COUP-TFII inh = NR2F2 (human) inhibition, primary screen; P24468; HEK293T NGFI-A luciferase reporter, luminescence; inhibition, % at 8.6 µM; 370,000 compounds, 0.7% hits; AID 686940;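 active means inhibition above a per-plate cutoff, mean inhibition of test wells between control levels plus 3 SD, cut at about 38% in these data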;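 further: cells cotransfected with COUP-TFII expression vector driving the NGFI-A reporter; 0% = median of COUP-TF2 test wells and 100% = reporter-only cells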
TWEAK-Fn14 inh = blocks TWEAK-Fn14 interaction in a reporter cell assay; inhibition, % at 10 µM; TWEAK-stimulated Fn14 reporter cells, luciferase luminescence, 8 h; 360,000 compounds, 2% hits; AID 1159606; in the data active means inhibition above about 50%
Shn3 inh set2 = inhibitors of Schnurri-3 3'UTR reporter in osteoblasts; Clone20 osteoblast Shn3 3'UTR firefly luciferase, 24 h; 360,000 compounds, 0.52% hits; AID 588674; inhibition, % at 12.5 µM;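 active means mean inhibition of at least 75% with every replicate also reaching 75%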;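 further: 0% = median of neutral control wells and 100% = pilot-screen positive control compound; some compounds past the cut are filed as inactive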
NCOA3 inh = inhibits human SRC3 coactivator; Q9Y6Q9; HEK293 GAL4-SRC3 luciferase reporter, luminescence; inhibition, % at 3.6 µM; 360,000 compounds, 0.17% hits; AID 588352;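 active means inhibition above a per-campaign cutoff, the mean of all compounds plus 3 SD, cut at about 60% in these data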;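 further: 0% = DMSO-treated cells and 100% = gossypol-treated cells at 36 µM; higher means less SRC3-driven luciferase light from the GAL4 reporter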
Target sequence (Q9Y6Q9 whole entry, looked up, the tested form may be a part): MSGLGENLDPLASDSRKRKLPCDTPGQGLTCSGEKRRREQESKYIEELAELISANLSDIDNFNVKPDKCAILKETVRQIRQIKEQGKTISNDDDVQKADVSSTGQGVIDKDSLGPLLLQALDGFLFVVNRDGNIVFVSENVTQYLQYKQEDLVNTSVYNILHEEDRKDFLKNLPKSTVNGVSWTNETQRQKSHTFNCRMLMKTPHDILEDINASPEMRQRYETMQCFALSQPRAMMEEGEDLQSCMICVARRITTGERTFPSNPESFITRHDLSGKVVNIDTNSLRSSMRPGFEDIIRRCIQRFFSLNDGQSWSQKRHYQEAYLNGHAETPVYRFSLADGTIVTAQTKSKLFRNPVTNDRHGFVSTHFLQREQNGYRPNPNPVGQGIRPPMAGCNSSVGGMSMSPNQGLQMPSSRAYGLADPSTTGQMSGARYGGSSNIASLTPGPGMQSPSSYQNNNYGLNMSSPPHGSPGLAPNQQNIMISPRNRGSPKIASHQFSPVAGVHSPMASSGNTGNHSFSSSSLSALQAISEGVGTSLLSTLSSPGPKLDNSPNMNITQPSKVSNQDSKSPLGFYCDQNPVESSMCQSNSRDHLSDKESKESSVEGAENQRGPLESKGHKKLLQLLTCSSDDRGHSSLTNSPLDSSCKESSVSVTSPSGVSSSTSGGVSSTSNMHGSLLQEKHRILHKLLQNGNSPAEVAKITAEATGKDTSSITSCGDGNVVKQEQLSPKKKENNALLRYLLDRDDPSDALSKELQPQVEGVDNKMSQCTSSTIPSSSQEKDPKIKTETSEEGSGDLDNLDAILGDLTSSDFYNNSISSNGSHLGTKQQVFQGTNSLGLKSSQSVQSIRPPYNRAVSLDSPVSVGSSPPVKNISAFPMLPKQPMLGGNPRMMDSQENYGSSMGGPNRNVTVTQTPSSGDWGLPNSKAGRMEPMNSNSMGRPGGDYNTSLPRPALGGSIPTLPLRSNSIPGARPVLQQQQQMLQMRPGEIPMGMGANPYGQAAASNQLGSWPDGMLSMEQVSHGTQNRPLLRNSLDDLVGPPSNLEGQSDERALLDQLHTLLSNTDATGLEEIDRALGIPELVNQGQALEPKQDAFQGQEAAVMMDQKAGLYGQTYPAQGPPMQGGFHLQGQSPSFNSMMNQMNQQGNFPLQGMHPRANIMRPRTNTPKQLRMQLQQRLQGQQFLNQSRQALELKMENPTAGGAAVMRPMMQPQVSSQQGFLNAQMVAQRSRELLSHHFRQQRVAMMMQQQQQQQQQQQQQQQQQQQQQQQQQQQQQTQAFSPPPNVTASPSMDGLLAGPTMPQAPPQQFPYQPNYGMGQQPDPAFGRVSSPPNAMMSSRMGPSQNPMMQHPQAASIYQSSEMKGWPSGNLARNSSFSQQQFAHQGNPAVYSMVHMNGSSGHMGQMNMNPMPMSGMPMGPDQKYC
CF NFkB block = blocks PAF-induced NF-kB reporter in cystic fibrosis cells; KKLEB NF-kB-GFP reporter, GFP fluorescence overnight; inhibition, % at 5 µM; 360,000 compounds, 0.86% hits; AID 588850;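 active means at least 50% inhibition at 5 µM, scaled per plate between neutral and stimulator controls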;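 further: PAF is a Pseudomonas aeruginosa culture filtrate used as stimulus; plate controls were PAF-stimulated DMSO wells for no effect and unstimulated DMSO wells for full effect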
TRAIL sens C8 = sensitizes caspase-8 expressing cells to TRAIL | NB7+C8 cells + TRAIL, ATPlite viability luminescence | 360,000 compounds, 1% hits | inhibition (viability loss, TRAIL sensitization), % at 10 µM | AID 624354;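 active means compounds causing at least 50% loss of cell viability in the single-dose screen, relative to plate controls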
KKLEB tox = CF airway cell cytotoxicity counter-screen; KKLEB CF airway cells viability, ATPlite luminescence, overnight; active compounds read low; cells stimulated with P. aeruginosa culture filtrate; activity change (cytotoxicity), % at 5 µM; 360,000 compounds, 0.36% hits; AID 602141;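 active means corrected activity change at or below -50% at 5 µM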
TROY NFkB inh = TROY signaling inhibition; Q293 LMP1-TROYcd NF-kB luciferase reporter, 4 h; inhibition, % at 10 µM; AID 1347056; 360,000 compounds, 0.98% hits;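 active means compounds whose plate-normalised and pattern-corrected inhibition of the luciferase reporter signal at the single screening dose is 50% or more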
LRH-1 inv ag = suppresses constitutive activity of human LRH-1. O00482. HEK293T StAR-luciferase reporter, LRH-1 transfected, 24 h. inhibition, % at 3.6 µM. 360,000 compounds, 0.13% hits;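 active means inhibition above the mean inhibition of all tested compounds plus 3 SD, cut at about 73% in these data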;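 further: 0% = DMSO wells and 100% = reporter-only cells lacking LRH-1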
EBV LMP1 NFkB = reduces LMP1-driven NF-kappaB luciferase signal; LMP1-induced NF-kappaB luciferase reporter cells, luminescence; inhibition, % at 12.5 µM; 350,000 compounds, 0.69% hits; in the data active means inhibition above about 41%;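 further: 0% = neutral control wells and 100% = reference inhibitor control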
Starred values were filed as active, the others as inactive; / = not tested or not shown.

#1 CC(Sc1nnc(Cc2ccc([N+](=O)[O-])cc2)o1)C(N)=O (stereo unspecified)
#2 CCN(C(=O)CCCCC(=O)N(CC)c1ccccc1)c1ccccc1
#3 COc1cccc(=O)c2c(C)n(-c3cc(C)cc(C)c3)c(C)c12
#4 Cc1ccc(S(=O)(=O)N(C)C)cc1NC(=O)c1ccc(OC(F)(F)F)cc1
#5 COc1ccc(NC(=O)c2cc(-c3ccco3)nc3ccccc23)cn1
#6 O=C1NC(=Nc2ccccc2Br)SC1(CO)CO
#7 CC(C)(C)c1ccc(/C=C2\Oc3cc(OC(=O)N4CCOCC4)ccc3C2=O)cc1
#8 CSc1nc(C2CC2)cc(-c2cccs2)c1C#N
#9 O=C(CCN1C(=O)c2ccccc2C1=O)Nc1ccc(S(=O)(=O)N2CCOCC2)cc1
#10 CCCCCC(=O)Nc1nc(C)c(-c2csc(Nc3ccccc3OC)n2)s1

entry no. | 1 | 2 | 3 | 4 | 5 | 6 | 7 | 8 | 9 | 10
SRC1 inh | 18 | -20 | 0 | -2 | 2 | 2 | -1 | 8 | -47 | 14
COUP-TFII inh | 7 | -3 | 1 | 7 | 16 | 4 | -6 | 9 | / | -5
TWEAK-Fn14 inh | -3 | -12 | 3 | 46 | 13 | 0 | 9 | 9 | -11 | -17
Shn3 inh set2 | -1 | -9 | -3 | 27 | 10 | -3 | 71 | 4 | -18 | 17
NCOA3 inh | -3 | 1 | 10 | 14 | 6 | -3 | 11 | 19 | 2 | 12
CF NFkB block | -2 | 6 | 9 | -2 | 6 | -12 | 16 | 94* | 0 | 39
TRAIL sens C8 | 6 | -7 | -10 | 20 | 0 | -4 | 13 | 6 | -1 | 15
KKLEB tox | 13 | 1 | -3 | 4 | -8 | 11 | -3 | -63* | -8 | -8
TROY NFkB inh | -6 | -1 | 7 | 17 | -11 | 0 | 15 | -69 | 3 | -26
LRH-1 inv ag | 6 | -11 | -12 | 3 | 20 | 14 | -9 | -12 | -14 | 7
EBV LMP1 NFkB | 3 | -7 | 5 | 5 | 3 | 4 | 1 | 4 | -1 | -11

#11 CCCCS(=O)(=O)N1CCC(C(=O)NCC2CCCO2)CC1 (stereo unspecified)
#12 COC(=O)c1ccc(Oc2c(C)oc3cc(OCc4cnn(-c5ccccc5)c4)ccc3c2=O)cc1
#13 C[C@H]1CNC(=O)c2c(C(=O)N3CCN(C(=O)OC(C)(C)C)CC3)ncn21
#14 CC1CCC(NC(=O)CN2CCC(n3nnc4cc(F)ccc43)CC2)CC1 (stereo unspecified)
#15 Cc1ccc(CNC(=O)CCCc2c[nH]c3ccccc23)cc1
#16 CC1CCCN(C(=O)COC(=O)c2ccc3[nH]c4c(c3c2)CCCC4)C1 (stereo unspecified)
#17 CC1(C)C(c2cccs2)=[N+]([O-])C2(CCCCC2=O)N1O (stereo unspecified)
#18 Cc1cccc(C)c1NC(=O)c1ccc(-n2cnnn2)cc1
#19 CCCCc1nc2ccccc2c(=O)n1NC(=O)c1c(O)c2c(n(CC(C)C)c1=O)CCCC2
#20 O=C(C1=C[C@@H](C2CCCCC2)C[C@@H](OCc2ccc(CO)cc2)O1)N1CCOCC1

entry no. | 11 | 12 | 13 | 14 | 15 | 16 | 17 | 18 | 19 | 20
SRC1 inh | -36 | -19 | 2 | -5 | -22 | -31 | -20 | 1 | -6 | -47
COUP-TFII inh | 17 | 4 | 12 | -6 | 17 | -11 | 15 | 18 | -2 | -3
TWEAK-Fn14 inh | 8 | -14 | -3 | -6 | -13 | -37 | 0 | 7 | 12 | -6
Shn3 inh set2 | -115 | 71 | 1 | 7 | 2 | -29 | -12 | 13 | 69 | -6
NCOA3 inh | -1 | -12 | 17 | 14 | 0 | -42 | 13 | 5 | 10 | -2
CF NFkB block | 3 | 36 | -14 | -7 | 4 | 2 | 7 | -4 | 12 | -41
TRAIL sens C8 | -8 | -8 | 3 | 2 | -14 | 4 | -5 | -2 | 0 | 3
KKLEB tox | 3 | -27 | 2 | -4 | 10 | 19 | 0 | -10 | -22 | 11
TROY NFkB inh | 24 | 10 | 7 | 25 | -8 | -51 | -5 | 0 | 5 | 0
LRH-1 inv ag | 5 | 6 | -7 | 0 | -3 | -29 | -7 | 1 | 12 | -1
EBV LMP1 NFkB | -10 | -1 | / | 7 | -5 | -15 | -5 | 6 | 15 | -2

#21 O=C(Nc1ccc2ccccc2c1)c1cn(-c2ccccc2)nc1-c1cccs1
#22 CC1(C)NC(=O)N(CC(O)CN(c2cccc([N+](=O)[O-])c2)S(=O)(=O)c2ccccc2)C1=O (stereo unspecified)
#23 CCSc1nc(C)c(CC)c(C)c1C(N)=O
#24 O=C(NCc1nc2ccccc2[nH]1)c1ccc(Cl)c(S(=O)(=O)N2CCCC2)c1
#25 Cc1nn2c(N3CCN(C)CC3)c3c(nc2c1-c1ccccc1)CCCC3
#26 COc1cc(/C=C2\CC/C(=C\c3cc(OC)c(O)c(OC)c3)C2=O)cc(OC)c1O
#27 Cc1nn(C)cc1S(=O)(=O)N1CCN(Cc2ccc(F)cc2Cl)CC1
#28 Oc1ccc(-c2cn3cc(C(F)(F)F)ccc3n2)cc1
#29 CC(C)[N+]1=C2C=CC=CC=C2SC12C([N+](=O)[O-])=CC(=[N+]([O-])[O-])C=C2[N+](=O)[O-] (stereo unspecified)
#30 N#CCC(=O)NNC(=S)Nc1ccccc1C(F)(F)F

entry no. | 21 | 22 | 23 | 24 | 25 | 26 | 27 | 28 | 29 | 30
SRC1 inh | -35 | -4 | -10 | -4 | -10 | -80 | -10 | -92 | -48 | 4
COUP-TFII inh | 1 | 9 | 7 | -1 | 14 | 32 | 14 | -49 | -7 | -1
TWEAK-Fn14 inh | -29 | -4 | 15 | 4 | -18 | 80* | -18 | 28 | 11 | 65*
Shn3 inh set2 | 8 | 4 | 5 | -8 | -2 | 34 | 9 | 12 | -8 | 29
NCOA3 inh | -16 | -4 | 12 | -17 | 21 | -63 | 8 | -75 | 8 | -3
CF NFkB block | -12 | -11 | 3 | -1 | 22 | 62* | 0 | -14 | -13 | 4
TRAIL sens C8 | 15 | 13 | 9 | -3 | -3 | 49 | 2 | 89* | -10 | 6
KKLEB tox | 21 | -1 | -6 | -12 | -18 | -44 | -1 | -26 | -12 | -17
TROY NFkB inh | -41 | 6 | -12 | -23 | 11 | 29 | -15 | -55 | -21 | 16
LRH-1 inv ag | 8 | 5 | -23 | -9 | 6 | 12 | 3 | -98 | 8 | 13
EBV LMP1 NFkB | -33 | -3 | 1 | 4 | / | 3 | -4 | 36 | -50 | 12

Looked up by structure from the entries so far, 3 records:
#24 O=C(NCc1nc2ccccc2[nH]1)c1ccc(Cl)c(S(=O)(=O)N2CCCC2)c1
#22 CC1(C)NC(=O)N(CC(O)CN(c2cccc([N+](=O)[O-])c2)S(=O)(=O)c2ccccc2)C1=O (stereo unspecified)
#21 O=C(Nc1ccc2ccccc2c1)c1cn(-c2ccccc2)nc1-c1cccs1

entry no. | 24 | 22 | 21
SRC1 inh | -4 | -4 | -35
COUP-TFII inh | -1 | 9 | 1
TWEAK-Fn14 inh | 4 | -4 | -29
Shn3 inh set2 | -8 | 4 | 8
NCOA3 inh | -17 | -4 | -16
CF NFkB block | -1 | -11 | -12
TRAIL sens C8 | -3 | 13 | 15
KKLEB tox | -12 | -1 | 21
TROY NFkB inh | -23 | 6 | -41
LRH-1 inv ag | -9 | 5 | 8
EBV LMP1 NFkB | 4 | -3 | -33

New compounds follow
#31 COc1ccc(Cn2c(N)c(C#N)c3nc4ccccc4nc32)cc1
#32 O=C(CCn1c(=O)sc2ccccc21)NC1=NCCS1
#33 CCOC(=O)c1c(N)sc2c1CCSC2
#34 O=C(c1noc2c1CCCCC2)N1CCN(C(c2ccccc2)c2ccccc2)CC1
#35 Cc1ccc(C(=O)C(OC(=O)CN2C(=O)c3ccccc3C2=O)c2ccccc2)cc1C (stereo unspecified)
#36 CC1(C)C(=O)Nc2ccccc2N1C(=O)COC(=O)c1cc(Cl)cc(Cl)c1
#37 CC(=O)Nc1ccc(S(=O)(=O)NCCc2ccc(F)cc2)cc1
#38 Cc1ccc(S(=O)(=O)N(CC(=O)Nc2cccc([N+](=O)[O-])c2)C2CCCCC2)cc1
#39 COc1ccc(NC(=O)CCN2CCCCCC2)c(OC)c1
#40 CC(C)c1onc(C(=O)Nc2ccc3c(c2)OCO3)c1[N+](=O)[O-]

entry no. | 31 | 32 | 33 | 34 | 35 | 36 | 37 | 38 | 39 | 40
SRC1 inh | -17 | 7 | -3 | -25 | -9 | -10 | -5 | 10 | 20 | -25
COUP-TFII inh | 8 | -1 | -11 | -14 | -2 | 4 | 7 | 23 | -3 | /
TWEAK-Fn14 inh | 33 | -11 | 4 | 8 | 1 | 3 | -2 | 6 | 3 | 18
Shn3 inh set2 | 17 | -45 | -1 | 0 | -9 | 0 | 3 | 8 | -21 | -34
NCOA3 inh | -1 | 10 | -3 | -19 | -1 | 3 | 12 | 9 | -2 | -46
CF NFkB block | -10 | -4 | 2 | 8 | -8 | -26 | 0 | -5 | -17 | 15
TRAIL sens C8 | -25 | -12 | -8 | 2 | 8 | 9 | 25 | 2 | -9 | 11
KKLEB tox | -1 | -3 | 0 | 0 | -2 | -26 | -13 | 2 | 0 | -4
TROY NFkB inh | 19 | -14 | 1 | 15 | -23 | 18 | 18 | 17 | -10 | -8
LRH-1 inv ag | 7 | -4 | 12 | 11 | -13 | 19 | -2 | 8 | 38 | -18
EBV LMP1 NFkB | -27 | -11 | 3 | -2 | 0 | -12 | 2 | -11 | 0 | -12

#41 CN(CC(=O)Nc1ccc(F)cc1)c1ccc(S(=O)(=O)N2CCCC2)cn1
#42 CN(C)c1ccc(/C=N\NC(=O)c2csnn2)cc1
#43 COc1ccc(N(C(C)C(=O)N/N=C/c2cccnc2)S(C)(=O)=O)cc1 (stereo unspecified)
#44 COc1ccc(NC(=O)ON=C2c3ccccc3-c3ccccc32)cc1
#45 O=C(NC(N1CCOCC1)C(Cl)(Cl)Cl)c1ccccc1Cl (stereo unspecified)
#46 COc1cc(CN2C(=O)C(NC(=O)c3ccco3)(C(F)(F)F)C3=C2CC(C)(C)CC3=O)cc(OC)c1 (stereo unspecified)

entry no. | 41 | 42 | 43 | 44 | 45 | 46
SRC1 inh | -27 | -113 | 13 | -24 | -5 | -10
COUP-TFII inh | 8 | -43 | 1 | -17 | -5 | -10
TWEAK-Fn14 inh | -4 | 71* | -2 | 58* | -10 | -3
Shn3 inh set2 | 4 | -21 | 0 | -39 | 9 | -3
NCOA3 inh | 23 | -62 | -7 | -11 | 4 | 1
CF NFkB block | -3 | -10 | 13 | 44 | 19 | 20
TRAIL sens C8 | 23 | 26 | -7 | 6 | 1 | 5
KKLEB tox | 4 | 5 | 0 | 0 | 2 | -7
TROY NFkB inh | -8 | 19 | 3 | 26 | -7 | -4
LRH-1 inv ag | -2 | -118 | 2 | -33 | 5 | -9
EBV LMP1 NFkB | 2 | -3 | -10 | -20 | -7 | 2

Source: PubChem BioAssay (several laboratories)

This is a subset, so the mix of outcomes need not match the whole.
